Bioassay records: PubChem, Sanford-Burnham Center for Chemical Genomics
APOBEC3G inh: APOBEC3G DNA deaminase inhibitors, primary screen, biochemical, fluorescence, single-stranded DNA substrate, uHTS | DNA dC->dU-editing enzyme APOBEC-3G (Homo sapiens), Q9HC16 | recombinant A3G, ssDNA deamination FAM/TAMRA fluorescence | inhibition, % at 20 µM | 330,000 compounds, 0.28% hits;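 active = inhibition of at least 40% at 20 µM, with no more than 30% in the related APOBEC3A deaminase screen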;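 also: plate controls were DMSO wells with A3G for no effect and wells lacking A3G enzyme for full effect; some compounds called inactive have numbers as strong as hits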
Target sequence (Q9HC16 whole entry, looked up): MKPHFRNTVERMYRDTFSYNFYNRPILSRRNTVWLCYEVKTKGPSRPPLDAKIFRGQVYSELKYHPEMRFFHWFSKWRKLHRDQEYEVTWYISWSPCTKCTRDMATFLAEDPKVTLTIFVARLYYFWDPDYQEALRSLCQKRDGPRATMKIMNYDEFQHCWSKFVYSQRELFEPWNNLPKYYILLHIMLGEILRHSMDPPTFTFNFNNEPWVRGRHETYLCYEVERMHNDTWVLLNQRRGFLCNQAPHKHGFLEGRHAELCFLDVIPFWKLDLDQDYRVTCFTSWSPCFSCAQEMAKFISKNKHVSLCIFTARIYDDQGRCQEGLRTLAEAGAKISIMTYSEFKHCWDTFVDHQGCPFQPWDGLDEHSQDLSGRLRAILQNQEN
EBI2 antag: EBI2 receptor antagonists, beta-arrestin recruitment, primary screen, cell-based, luminescence, 7a,25-OHC stimulation, uHTS | G-protein coupled receptor 183 (Homo sapiens), P32249 | inhibition, % at 5 µM | 7a,25-OHC stimulated | 360,000 compounds, 0.81% hits; in the data active = inhibition above about 38%;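 also: enzyme fragment complementation signal reports receptor beta-arrestin coupling in cells; 0% = agonist plus DMSO wells and 100% = wells without agonist; some results beyond the cut were filed as inactive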
Gli-Sufu block: Gli-Sufu pathway antagonists, primary screen, luciferase luminescence, Sufu-KO-LIGHT cells, uHTS; AID 588413, 2011; Sufu-KO-LIGHT fibroblasts, Gli luciferase reporter luminescence; 340,000 compounds, 0.74% hits; inhibition, % at 5 µM;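 active = inhibition above about 55%, limit read from the data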;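 also: 0% = DMSO-treated cells and 100% = wells with medium but no cells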
MPTP inh: mitochondrial permeability transition pore inhibitors, primary screen, biochemical, isolated mouse mitochondria, absorbance; inhibition, % at 10 µM; Ca2+ swelling absorbance, 30 min; AID 602449, 2012; 360,000 compounds, 1.4% hits;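 active = inhibition of 50% or more, scaled per plate between neutral and stimulator controls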;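 also: 0% = DMSO wells given calcium and 100% = 1 mM EGTA wells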
CXCR6 inh: CXCR6 receptor inhibitors, primary screen, cell-based, beta-arrestin, luminescence, CHO-K1 PathHunter, 1536-well. C-X-C chemokine receptor type 6 (Homo sapiens), O00574. inhibition, % at 20 µM. 360,000 compounds, 0.36% hits. AID 602244, 2012; in the data active = inhibition above about 34%, passing the limit was not always enough;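 also: antagonist mode with CXCL16 agonist at 10 nM final; 0% = 10 nM CXCL16 with DMSO and 100% = unstimulated wells without agonist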
Target sequence (O00574 whole entry, looked up): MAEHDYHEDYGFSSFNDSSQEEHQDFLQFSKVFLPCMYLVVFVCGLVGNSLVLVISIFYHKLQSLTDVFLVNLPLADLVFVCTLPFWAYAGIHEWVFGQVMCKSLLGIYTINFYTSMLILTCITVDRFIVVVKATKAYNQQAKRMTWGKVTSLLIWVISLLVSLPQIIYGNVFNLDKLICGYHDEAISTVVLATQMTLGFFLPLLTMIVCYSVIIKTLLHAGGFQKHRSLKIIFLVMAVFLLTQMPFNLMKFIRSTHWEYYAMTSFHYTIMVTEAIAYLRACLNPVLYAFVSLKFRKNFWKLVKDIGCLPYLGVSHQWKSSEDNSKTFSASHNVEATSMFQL
APOBEC3A inh: APOBEC3A ssDNA deaminase inhibitors, primary screen, selectivity assay for APOBEC3G inhibitor project, biochemical, FAM/TAMRA oligo cleavage fluorescence | 330,000 compounds, 0.41% hits | AID 493011, 2011 | inhibition, % at 20 µM | recombinant A3A, FAM/TAMRA ssDNA deamination fluorescence;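 active = at least 40% inhibition at 20 µM here, with at most 30% in a related deaminase screen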;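 also: plate controls were A3A with DMSO for no effect and wells lacking A3A enzyme for full effect; some results filed as inactive read as strong as hits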
NR3A LBD binder: binders of NR3A ligand-binding domain, primary screen, biophysical, differential scanning fluorimetry, uHTS. NR3A LBD differential scanning fluorimetry, Tm shift; 0% = protein alone, 100% = glycine-bound protein. Tm shift relative to glycine control, % at 25 µM. 340,000 compounds, 2.5% hits. Glutamate receptor ionotropic, NMDA 3A (GRIN3A) ligand-binding domain. AID 1259313, 2017;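 active = melting temperature shift of at least 10% of the positive control shift, at one fixed dose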
CCR6 antagonist: CCR6 receptor antagonists, primary screen, cell-based, CHO-K1, luminescence, beta-arrestin, uHTS; C-C chemokine receptor type 6 (Homo sapiens), P51684; CHO-K1 CCR6 PathHunter beta-arrestin, CCL20-stimulated; inhibition, % at 20 µM; 340,000 compounds, 0.49% hits; AID 493098, 2011;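 active = compounds whose inhibition of the agonist-driven luminescence signal at 20 µM reaches about 50%, limit read from the data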;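 also: cells stimulated with CCL20 at 14 nM final; plate controls were DMSO with CCL20 for no effect and DMSO without agonist for full effect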
Target sequence (P51684 whole entry, looked up): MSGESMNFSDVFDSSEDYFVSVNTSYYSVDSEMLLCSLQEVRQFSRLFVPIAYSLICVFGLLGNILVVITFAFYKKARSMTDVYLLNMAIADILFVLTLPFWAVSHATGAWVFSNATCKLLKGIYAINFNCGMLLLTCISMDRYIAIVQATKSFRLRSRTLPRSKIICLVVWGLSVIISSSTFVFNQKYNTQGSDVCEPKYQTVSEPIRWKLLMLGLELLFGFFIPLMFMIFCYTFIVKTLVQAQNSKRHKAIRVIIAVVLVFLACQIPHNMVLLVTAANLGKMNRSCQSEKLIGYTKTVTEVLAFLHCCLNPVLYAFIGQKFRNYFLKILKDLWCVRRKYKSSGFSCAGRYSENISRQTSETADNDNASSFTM
Numbers without * were called inactive; . = no result given; & = joins results of further samples. The order is random. About 5.8% of those tested had a hit in this group.

1) O=C(NS(=O)(=O)c1ccc(NC(=O)C2CCCO2)cc1)c1ccccc1 (centres undefined)
2) O=C(c1ccc2c(c1)OCCCO2)N1CCCCC1
3) CC1CCCC(C)N1C(=O)CSc1ccc(-c2ccc3c(c2)OCCO3)nn1 (centres undefined)
4) O=C(c1nn(Cc2ccccc2)c(=O)c2ccccc12)N1CCN(c2ccccn2)CC1
5) CCOC(=O)CCC(NC(=O)c1ccc(NCN2C(=O)CCC2=O)cc1)C(=O)OCC (centres undefined)
6) Cc1ccccc1-c1nnc(SCC(=O)NCC2CCCO2)o1 (centres undefined)
7) COc1cccc(-n2c(Cn3nc(C(F)(F)F)cc3C)n[nH]c2=S)c1
8) CC1(C)C(C=C(Cl)Cl)C1C(=O)N(Cc1ccc(Cl)cc1)C1CCS(=O)(=O)C1 (centres undefined)

entry no.	1	2	3	4	5	6	7	8
APOBEC3G inh	-5	9	-4	-1	-3	-6	7	-3
EBI2 antag	-11	7	1	14	-7	1	17	12
Gli-Sufu block	-19	-9	-12	13	-9	-8	1	-1
MPTP inh	-0.9	1.0	-1.5	-1.8	-1.6	1.4	-1.3	-18
CXCR6 inh	0	4	-3	8	9	2	0	4
APOBEC3A inh	-6	-3	0	3	-1	-5	-5	-3
NR3A LBD binder	-1	0	-4	-1	0	-3	-1	-12
CCR6 antagonist	13	4	2	20	3	5	1	6

Along the list, from the results shown.
Compounds 1–4 in CXCR6 inh, in turn: 0, 4, -3, 8
Compounds 1–4 in APOBEC3A inh, in turn: -6, -3, 0, 3
Compounds 1–4 in APOBEC3G inh, in turn: -5, 9, -4, -1

Further compounds:
9) CC(C)(C)OC(=O)C[C@@H]1C/C=C\C[C@@H](CC(=O)N(CCO)Cc2ccccc2)C(=O)NC[C@@H](c2ccccc2)OC1=O
10) O=C(CSc1ccc(F)cc1)Nc1ccccc1N1CCOCC1
11) O=C(CC(=O)N/N=C\c1ccc([N+](=O)[O-])cc1)NCCc1ccccc1
12) O=C(NCc1ccccc1)C(c1ccccc1)N(C(=O)c1csnn1)C1CC1 (centres undefined)
13) CCOc1ccccc1NC(=O)NC1(C(=O)N2CCOCC2)CCCCC1
14) COc1ccc(S(=O)(=O)N(CC(=O)Nc2cccnc2)c2ccccc2OC)cc1
15) CCOC(=O)c1cnn(-c2nc(-c3ccccc3)nc3c2COC(C)(C)C3)c1N
16) Brc1cccc(CNCC2CCCO2)c1 (centres undefined)

entry no.	9	10	11	12	13	14	15	16
APOBEC3G inh	-6	-1	-9	-3	-4	-1	8	-4
EBI2 antag	9	14	7	-1	-6	-4	22	-6
Gli-Sufu block	-15	-9	5	-2	40	0	-3	4
MPTP inh	0.8	2.3	-0.3	-0.5	-0.6	-2.4	1.8	-0.6
CXCR6 inh	27	-2	-5	2	-9	-2	-9	3
APOBEC3A inh	-4	0	5	-2	-2	2	5	-1
NR3A LBD binder	-3	3	-3	0	2	0	0	0
CCR6 antagonist	23	16	8	8	1	-8	5	6

17) CCn1c(SCC(=O)Nc2ccc(F)cc2)nc2ccccc2c1=O
18) CCOC(=O)c1nnc(-c2ccccc2)nc1NCc1ccc(Cl)cc1
19) CCS(=O)(=O)Nc1cccc(C2=NN(C(C)=O)C(c3cccs3)C2)c1 (centres undefined)
20) CCOc1ccc(CNS(=O)(=O)c2cc(-c3cc(C)no3)ccc2OC)cc1OC
21) CCCCON1C(=O)c2cccc3cccc(c23)C1=O
22) Cc1cc([N+](=O)[O-])nn1CCCC(=O)Nc1cc(Cl)ccc1Cl
23) COc1ccc(NC(=O)C2=C(C)C(=O)OC23CCC(C)CC3)cc1Cl (centres undefined)
24) COc1ccc(-c2cc(=O)c3cc(C)ccc3[nH]2)cc1

entry no.	17	18	19	20	21	22	23	24
APOBEC3G inh	-2	-5	-4	10	-7	-2	1	-2
EBI2 antag	10	-12	-1	-8	-4	-9	-2	-8
Gli-Sufu block	31	8	-8	-19	-18	12	3	-63
MPTP inh	0.7	5.3	-1.1	-0.5	0.1	3.5	-0.1	2.1
CXCR6 inh	2	4	-5	8	0	2	3	-11
APOBEC3A inh	2	-1	-3	0	-7	-1	4	4
NR3A LBD binder	3	2	0	-3	-2	0	-18	1
CCR6 antagonist	14	14	7	5	10	7	16	-7

25) CSCCC(=O)N1CCC(CCC(=O)NC2CC2)CC1
26) CCCOc1ccc2c3c(c(=O)oc2c1OCCC)CCC3
27) CC(C)Oc1ccc(/C=N/NC(N)=S)cc1
28) CC1(C)OC(C(=O)NC2CCCCC2)C(C(=O)NC2CCCCC2)O1 (centres undefined)
29) CC1Cc2ccccc2N1C(=O)c1ccc(N2CCCCC2)c([N+](=O)[O-])c1 (centres undefined)
30) O=C(CCCc1ccccc1)N1CCN(C2CCCCC2)CC1
31) Cc1nc(NCCc2ccc(F)cc2)c2nnn(Cc3ccccc3)c2n1
32) Cc1cc(C)n(-c2ccc(C(=O)Nc3ccccn3)cc2)n1

entry no.	25	26	27	28	29	30	31	32
APOBEC3G inh	10	-4	-9	-2	-4	-10	-2	-5
EBI2 antag	-3	11	-9	-10	-7	8	-5	3
Gli-Sufu block	0	7	-21	3	3	-26	10	-76
MPTP inh	-1.2	1.4	0.3	-0.4	2.3	0.9	2.2	-0.1
CXCR6 inh	4	0	-14	6	2	1	0	-1
APOBEC3A inh	-2	1	0	-4	0	-3	-6	-2
NR3A LBD binder	2	8	-2	0	3	-3	5	0
CCR6 antagonist	8	21	3	2	25	3	2	10

33) COc1ccc(-n2c(=O)/c(=C\c3cccs3)s/c2=C(/C#N)C(=O)NCCN2CCOCC2)cc1
34) O=C(c1ccc2c(c1)OCO2)N(c1ccc(Cl)cc1)C1C=CS(=O)(=O)C1 (centres undefined)
35) COc1ccc(OC)c(C(=O)Cn2nnc3ccccc3c2=O)c1
36) CC(C)N(C(=O)N1CCC(c2nc(-c3ccncc3)no2)CC1)C(C)C
37) O=C1N=C(N2CCN(c3ccccc3)CC2)S/C1=C\c1cn[nH]c1-c1ccccc1
38) CCCCNS(=O)(=O)c1ccc(NC(=O)c2cccs2)cc1
39) COc1ccc(C(=O)c2nccc3cc(OC)c(OC)cc23)cc1OC
40) Cc1ccc(-n2ncc3c(=O)n(CC#N)cnc32)cc1C

entry no.	33	34	35	36	37	38	39	40
APOBEC3G inh	-5	-4	0	1	-1	7	5	-5
EBI2 antag	7	-5	1	10	-15	-8	-38	1
Gli-Sufu block	2	2	3	-2	17	-7	0	25
MPTP inh	-1.7	3.2	-1.9	12	8.9	-2.7	-0.2	2.6
CXCR6 inh	3	2	-1	1	-9	-5	-15	1
APOBEC3A inh	-1	-3	3	6	3	0	5	-4
NR3A LBD binder	-1	2	2	1	-1	-5	0	1
CCR6 antagonist	14	9	10	12	-1	12	-5	4

41) CCN(C[C@H]1N[C@@](CC)(C(=O)OC)[C@H]2C(=O)N(Cc3ccccc3)C(=O)[C@@H]12)S(=O)(=O)c1ccc(OC)cc1
42) COc1ccc(CCN=C(N)NS(=O)(=O)c2cccs2)cc1
43) Cc1cc(C)n2nc(CC(=O)NC3CCCCCC3)nc2n1
44) CCOC(=O)C1(CCc2ccccc2)CCN(Cc2cnc(N(C)C)s2)CC1
45) CCN(CC)CCCNc1nc2cc(OC)c(OC)cc2c2nc(-c3ccccc3)nn12
46) CC1(C)SC(=S)N(/N=C/c2ccccc2O)C1N(O)C(=O)Nc1ccccc1 (centres undefined)
47) O=C(C1=C[C@@H](C2CC2)C[C@@H](OCc2ccc(CO)cc2)O1)N1CCOCC1
48) CC(C)Cc1cc(C(=O)N2CCN(C(c3ccccc3)c3ccccc3)CC2)no1

entry no.	41	42	43	44	45	46	47	48
APOBEC3G inh	-3	-1	-6	-9	8	-6	-8	-12
EBI2 antag	11	-12	-3	7	17	3	-4	2
Gli-Sufu block	6	9	5	36	13	-2	-12	7
MPTP inh	-0.5	2.1	-0.4	0.2	-1.0	50	0.2	1.3
CXCR6 inh	1	7	-1	-2	-3	0	11	9
APOBEC3A inh	-2	-1	1	-2	16	-9	-1	-2
NR3A LBD binder	-1	1	1	1	-5	1	1	3
CCR6 antagonist	5	8	-3	10	-2	10	5	17

Reprinted from the results shown for reference:
42) COc1ccc(CCN=C(N)NS(=O)(=O)c2cccs2)cc1
43) Cc1cc(C)n2nc(CC(=O)NC3CCCCCC3)nc2n1
44) CCOC(=O)C1(CCc2ccccc2)CCN(Cc2cnc(N(C)C)s2)CC1
45) CCN(CC)CCCNc1nc2cc(OC)c(OC)cc2c2nc(-c3ccccc3)nn12

entry no.	42	43	44	45
APOBEC3G inh	-1	-6	-9	8
EBI2 antag	-12	-3	7	17
Gli-Sufu block	9	5	36	13
MPTP inh	2.1	-0.4	0.2	-1.0
CXCR6 inh	7	-1	-2	-3
APOBEC3A inh	-1	1	-2	16
NR3A LBD binder	1	1	1	-5
CCR6 antagonist	8	-3	10	-2

(listing goes on)
49) CC(=O)c1ccc(OCC(=O)NCCC2=CCCCC2)cc1
50) Cc1cc(=O)n2[nH]c(NCc3c(F)cccc3Cl)nc2n1
51) Cc1cc2nc3s/c(=C/c4ccc(-c5ccccc5C(=O)O)o4)c(=O)n3c2cc1C
52) CCCC(C)C(=O)OCC(=O)NCc1ccc(OC)c(OC)c1 (centres undefined)
53) COc1cccc(C2SCC(=O)N2c2ccc(Cl)cc2)c1OC (centres undefined)
54) O=C(CCCN1C(=O)/C(=C/c2ccc3c(c2)OCO3)SC1=S)Nc1ccc(C(=O)O)cc1
55) CC1CCC(C(C)C)C(OC(=O)Cn2c(-c3ccccc3)[n+](C)c3ccccc32)C1 (centres undefined)
56) CC(=O)N(C)c1ccc(NC(=O)c2ccco2)cc1

entry no.	49	50	51	52	53	54	55	56
APOBEC3G inh	.	-1	4	-2	2	3	-9	-3
EBI2 antag	8	3	5	0	12	5	1&10	10
Gli-Sufu block	-11	3	14	-2	11	10	87*	-34
MPTP inh	0.0	-0.1	2.2	3.3	-1.5	0.1	20&33	0.3
CXCR6 inh	3	1	21	3	-1	13	-10&-18	-5
APOBEC3A inh	.	1	16	3	0	2	-1	-3
NR3A LBD binder	2	1	6	1	-4	-1	-1&-2	1
CCR6 antagonist	6	11	26	9	5	19	2&3	-2

57) Cc1nn(Cc2ccc(C(=O)Nc3ccccc3C(F)(F)F)o2)c(C)c1Br
58) COCCn1c(=NC(=O)CCS(=O)(=O)c2ccccc2)sc2ccccc21
59) CC(C)(C)C(=O)Nc1cccc(-c2nc3ccccc3c(=O)o2)c1
60) O=C(CSc1nnc(Cn2c(=O)sc3ccccc32)n1-c1ccccc1)N1CCCCCC1
61) CC1(C)CC2CC(C)(CN2CC(O)c2ccccc2)C1 (centres undefined)
62) Cc1cc(C(=O)COC(=O)CCc2nc3ccccc3s2)c(C)n1C

entry no.	57	58	59	60	61	62
APOBEC3G inh	-4	6	-4	-5	-8	-7
EBI2 antag	3	-7	0	-3	3	-3
Gli-Sufu block	20	13	6	12	3	-2
MPTP inh	3.2	-1.0	0.4	-0.6	-0.4	1.8
CXCR6 inh	-1	-4	-5	-12	-3	8
APOBEC3A inh	-3	2	5	-5	-2	-9
NR3A LBD binder	0	-1	9	-3	1	-1
CCR6 antagonist	7	13	15	-1	9	7
